M5 ag: CHRM5 agonism in calcium assay | P08912 | CHO-K1 hM5 cells, Fluo-8 calcium fluorescence; 0% DMSO wells, 100% maximal acetylcholine response | activation, % at 3 µM | 0.19% of 360,000 active | AID 624037;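 active = activation above the run's mean over test compounds plus 3 SD, cut at about 23% in these data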;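 also: signal is peak over basal fluorescence ratio across the kinetic read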
M1 ag parental: nonselective activator or artifact in parental CHO-K1 cells; Fluo-8 calcium fluorescence; scaled to maximal ATP response, vehicle zero; activation, % at 3 µM; 0.48% of 360,000 active; AID 602248; in the data active = activation above about 15%;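 also: untransfected CHO-K1 host cells lacking M1 receptor as counterscreen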
M4 antag: antagonists of human muscarinic M4 receptor (CHRM4). AID 624125. CHO-hM4 cells, ACh EC80, Fluo-8 calcium fluorescence. inhibition, % at 3 µM. 0.73% of 360,000 active;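 active = inhibition above its plate's cutoff, the mean inhibition of sample wells plus 3 SD, cut at about 27% in these data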;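 also: 0% = acetylcholine EC80 with DMSO and 100% = DMSO without agonist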
Target sequence (P08173 whole entry, looked up): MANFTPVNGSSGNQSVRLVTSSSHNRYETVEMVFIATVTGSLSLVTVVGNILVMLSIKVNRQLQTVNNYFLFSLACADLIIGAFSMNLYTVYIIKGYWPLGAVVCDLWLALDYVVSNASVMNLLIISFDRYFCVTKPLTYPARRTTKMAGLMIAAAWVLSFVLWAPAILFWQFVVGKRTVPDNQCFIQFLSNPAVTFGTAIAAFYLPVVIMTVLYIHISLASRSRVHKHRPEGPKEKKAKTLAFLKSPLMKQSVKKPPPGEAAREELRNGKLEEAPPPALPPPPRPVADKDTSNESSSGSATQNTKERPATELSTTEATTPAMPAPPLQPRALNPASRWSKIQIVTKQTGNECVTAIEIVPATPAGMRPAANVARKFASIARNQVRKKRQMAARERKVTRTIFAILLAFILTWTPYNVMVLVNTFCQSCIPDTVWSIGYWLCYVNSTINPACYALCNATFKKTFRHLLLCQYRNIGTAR
M4 ag: CHRM4 agonism in calcium assay | 0.14% of 360,000 active | CHO-K1 hM4/Gqi5, Fluo-8 calcium fluorescence; vehicle 0%, full acetylcholine response 100% | activation, % at 3 µM | P08173 | AID 624127;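 active = activation above the run mean over all test wells plus 3 SD, cut at about 32% in these data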;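 also: peak over basal fluorescence ratio per well then scaled between controls; 0% = DMSO wells and 100% = acetylcholine at EC100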
CHO-K1 Ca antag: counter-screen for M1 antagonists: effect in parental CHO-K1 cells; ATP-induced calcium, Fluo-8 fluorescence; inhibition, % at 3 µM; 0.6% of 360,000 active;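 active = inhibition above a per-plate cutoff, the plate's mean sample inhibition plus 3 SD, cut at about 24% in these data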;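 also: 0% = DMSO plus EC80 ATP and 100% = DMSO alone without ATP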
M5 PAM: positive allosteric modulators of human muscarinic M5 receptor. activation, % at 3 µM. CHO-K1 hM5, Fluo-8 calcium, ACh EC20 PAM; 0% = ACh EC20, 100% = ACh EC100. 0.3% of 360,000 active. AID 624038. P08912;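 active = activation above the run cutoff, the mean activation of all test compounds plus 3 SD, cut at about 18% in these data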
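Assay system: CHO-K1 hM5 cells. Also added: acetylcholine at EC20 concentration, added after compound. Dosing: 3 µM, single dose. Times: compound preincubation 140 s before EC20 acetylcholine addition. Signal: Fluo-8 calcium fluorescence. Measure: % activation relative to EC20 and EC100 ACh responses. Repeats: singlicate, one well per test compound.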
CHRM5 antagonist: antagonists of human muscarinic M5 receptor (CHRM5); 0.59% of 360,000 active; AID 624040; inhibition, % at 3 µM; P08912; CHO-hM5 cells, Fluo-8 calcium fluorescence, ACh EC80;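 active = inhibition above a per-plate cutoff, the mean of that plate's test compounds plus 3 SD, cut at about 27% in these data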;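 also: 0% = acetylcholine EC80 with DMSO and 100% = DMSO without agonist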
M1 PAM parental: counter-screen for M1 PAMs: effect in parental CHO-K1 cells. ATP EC20, Fluo-8 calcium fluorescence; 0% at ATP EC20, 100% at ATP max. activation, % at 3 µM. 0.02% of 360,000 active. AID 602247;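 active = activation above the run cutoff, the mean activation of all test compounds plus 3 SD, cut at about 40% in these data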;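 also: peak over basal fluorescence ratio in a 140 s read after ATP addition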
CHRM4 PAM: potentiates acetylcholine response at human M4 receptor; CHO-K1 hM4/Gqi5, Fluo-8 calcium fluorescence, ACh EC20; 0% = ACh EC20, 100% = maximal ACh; activation, % at 3 µM; 0.4% of 360,000 active; AID 624126;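 active = activation above its plate's cutoff, the mean activation of sample wells plus 3 SD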; also: some results filed as inactive read as strong as hits
Active calls of the source: *.

molecule,M5 ag,M1 ag parental,M4 antag,M4 ag,CHO-K1 Ca antag,M5 PAM,CHRM5 antagonist,M1 PAM parental,CHRM4 PAM
Cc1ccc([C@H]2C[C@@H](n3cc(C4CC4)nn3)[C@H](O)CN2C(=O)c2cccs2)cc1,-1,0.4,-8,1,-5,4,-4,1,3
Nc1nc(SCc2ccccc2)sc1C(=O)N1CCCCC1,3,0.8,-6,3,2,-4,0,0,-1
CC(CC(=O)Nc1ncc([N+](=O)[O-])s1)c1ccccc1 (stereo unspecified),8,5.8,14,29,-3,-35,15,-18,-23
CCc1ccc(NC(=O)CSc2nc3ccccc3nc2N2CCCC2)cc1,1,2.7,-3,1,0,-3,0,9,5
CCCc1nn2c(=O)cc(CSCC(=O)Nc3cccc(OC)c3)nc2s1,-4,0.2,-12,1,-15,1,2,19,-2
CCOc1ccc(CNC(=O)CCS(=O)(=O)Cc2cccc(Cl)c2)cc1OC,0,-0.1,2,-1,-10,3,13,6,6
Cc1ccc(OCCCCc2c(C)n[nH]c2C)cc1,6,4.6,1,5,0,-7,-7,9,-6
Cc1ccc(O)c(NC(=O)c2cccc(S(=O)(=O)N3CCCCC3)c2)c1,-2,4.4,-6,6,-10,-6,6,14,-4
Cc1nn(C)cc1NC(=O)c1nn(C)cc1[N+](=O)[O-],-1,14,9,0,2,-5,1,20,-8
Cc1cc(C(F)(F)F)n2ncc(C(=O)O)c2n1,0,-0.2,-9,0,-10,3,-5,7,1
O=C(O)c1cnn2c(-c3ccc(F)cc3)ccnc12,-1,0.8,-8,2,-8,2,-2,11,11
COC(=O)c1cc(OC)c(OC)cc1NC(=O)c1ccco1,-2,1.8,-11,6,-8,-6,2,17,-1
c1ccc(Cc2nnc(N3CCOCC3)c3ccccc23)cc1,-2,1.7,-13,1,-12,-5,-2,4,3
COC(=O)C1C(=O)NCC1c1ccccc1 (stereo unspecified),2,-0.5,-4,1,15,5,3,-2,0
O=Cc1ccnc(-c2ccc(OC(=O)c3ccco3)cc2)n1,-1,0.0,-1,1,5,5,9,-18,5
COC(=O)CC1=NN(c2ccc(OC)cc2)C(=O)C1,-1,-0.2,-4,0,16,-4,3,-11,-2
Cc1ccc(OCC(=O)n2nc(C)cc2C)c(C)c1,-5,0.2,-8,-1,-6,4,-2,12,5
COCC(=O)N(C)[C@H]1C[C@H]2c3cc(-c4ccccc4)ccc3CCN2C(=O)[C@H]1[C@H](C)O,0,0.7,-3,2,-9,4,1,9,8
CC(C)(C)S(=O)N1Cc2cc(C(=O)NCCCN3CCOCC3)nc(-c3cccc(-c4cc5ccccc5o4)c3)c2[C@H]1CCO (stereo partly specified),-1,2.6,-22,9,-5,-5,2,8,8
S=c1[nH]nc(-c2ccco2)n1/N=C/c1cccs1,0,-0.2,0,0,11,1,2,-7,-1
CC(NC(=O)COC(=O)C1CCN(S(=O)(=O)c2ccccc2C(F)(F)F)CC1)c1ccccc1 (stereo unspecified),1,0.9,0,2,-2,-4,4,8,-3
COc1ccc(S(=O)(=O)n2nc(C)c(S(=O)(=O)N3CCOCC3)c2C)cc1,-2,-0.2,-4,0,-3,-8,13,-11,-6
COc1ccc(/C=N/NC(=O)c2ccccc2[N+](=O)[O-])cc1CN1CCc2cc(OC)c(OC)cc2C1C (stereo unspecified),-9,14,-8,2,-7,1,0,13,-12
COc1ccc(N2C(=O)C3C4C=CC(c5ccccc5)(C3C2=O)C2C(=O)N(c3ccc(OC)cc3)C(=O)C42)cc1 (stereo unspecified),1,-0.2,1,2,2,2,0,2,17
COc1ccc(/C=C/C(=O)Nc2cccc(S(=O)(=O)N3CCOCC3)c2)cc1OC,4,1.9,-7,4,0,-5,4,-3,12
O=C(CNC(=O)C1COc2ccccc2O1)N/N=C\c1cccc(O)c1 (stereo unspecified),-2,0.5,0,3,17,7,-3,-3,7
O=C(CC1OC(=O)c2ccccc21)Nc1cc(S(=O)(=O)N2CCOCC2)ccc1OCC(F)(F)F (stereo unspecified),1,1.8,5,3,5,-2,4,19,1
CCCCCC(O)(CCN1CCCCC1)c1ccc(OCC)cc1 (stereo unspecified),-9,0.6,24,3,2,-22,23,-4,-19
CNC(=O)c1ccc2snnc2c1,0,0.2,-22,1,3,-2,2,8,1
Cc1cc(NC(=S)NC(=O)c2ccco2)c2ccccc2n1,3,2.9,-8,6,-6,-5,-3,20,4
Cc1cc(C)c(NC(=O)c2ccccc2C(=O)c2ccccc2)c(C)c1,2,-0.3,-7,3,14,1,-12,-10,16
O=C(CSc1ccc(-c2ccco2)nn1)c1ccc(F)cc1,-3,0.5,1,1,-24,-2,-7,12,3
CCCc1ncc(C(O)c2ccccc2OC)n1C (stereo unspecified),-10,-0.2,6,2,10,-4,13,-10,-6
O=C(Nn1cnc2ccccc2c1=O)c1ccccc1[N+](=O)[O-],-2,12,2,1,8,-5,-3,17,4
CC(=O)c1ccc(NS(=O)(=O)c2ccc3c(c2)N(C)CCO3)cc1,0,12,0,17,2,-10,5,-10,-5
COc1ccc(NC(=O)CC2C(=O)N(Cc3ccccc3)C(=S)N2CCN2CCOCC2)cc1 (stereo unspecified),5,2.8,-7,5,-19,6,-4,25,10
CCC1CCCCN1C(=S)NC(=O)c1cc(Br)ccc1Cl (stereo unspecified),-8,0.1,-2,-1,-13,-2,11,7,3
COC(=O)c1cc(Cl)c(NC(=O)c2ccco2)cc1OC,-6,-0.1,2,1,1,0,2,12,2
CC12CCC(C(=O)N3CCCCC3)([C@H](Br)C1=O)C2(C)C (stereo partly specified),-1,0.1,-13,1,-18,2,1,-1,12
COC[C@@H]1CCCN1c1ccc2c(c1)O[C@@H](COCc1ccccc1)CN([C@@H](C)c1ccccc1)S2(=O)=O,0,-0.5,-17,-1,7,-6,-6,-5,0
CCCN(CCC)S(=O)(=O)c1ccc(C(=O)N2CCOCC2)cc1,0,0.9,7,1,-15,-5,-1,12,-1
CCOc1ccccc1N(CC(=O)NCC1CCCO1)C(=O)CCC(=O)Nc1cc(C)on1 (stereo unspecified),0,0.1,-1,0,-6,9,-5,5,3
CN(C)S(=O)(=O)c1ccc(C(=O)NCCN2C(=O)S/C(=C\c3cccnc3)C2=O)cc1,0,2.6,-13,8,-21,-2,-2,18,-6
CN(C(=O)Nc1cccc([N+](=O)[O-])c1)c1ccccc1,1,0.9,-6,3,-5,0,15,-1,2
O=C(O)CCc1ccc(-c2ccccc2)o1,-8,0.1,-1,0,-8,7,-2,15,-2
CC1CCCC(C)N1CCCNC(=O)c1ccc2c(c1)NC(=O)c1ccccc1S2 (stereo unspecified),-9,0.2,14,0,-11,3,7,0,-12
O=C(OCc1cn([C@H]2CN(C(=O)c3cccs3)[C@@H](c3ccc(Cl)cc3)C[C@@H]2O)nn1)c1ccccc1,2,2.5,2,10,-7,0,18,15,-1
O=C(Cn1c(NCCO)nc2ccccc21)N1CCN(Cc2ccccc2)CC1,-3,1.4,-5,2,-8,2,5,24,5

Single records, as listed above.
CN(C)S(=O)(=O)c1ccc(C(=O)NCCN2C(=O)S/C(=C\c3cccnc3)C2=O)cc1 is listed with M5 ag: 0; M1 ag parental: 2.6; M4 antag: -13; M4 ag: 8; CHO-K1 Ca antag: -21; M5 PAM: -2; CHRM5 antagonist: -2; M1 PAM parental: 18; CHRM4 PAM: -6
CC12CCC(C(=O)N3CCCCC3)([C@H](Br)C1=O)C2(C)C (stereo partly specified) is listed with M5 ag: -1; M1 ag parental: 0.1; M4 antag: -13; M4 ag: 1; CHO-K1 Ca antag: -18; M5 PAM: 2; CHRM5 antagonist: 1; M1 PAM parental: -1; CHRM4 PAM: 12

Following part
molecule,M5 ag,M1 ag parental,M4 antag,M4 ag,CHO-K1 Ca antag,M5 PAM,CHRM5 antagonist,M1 PAM parental,CHRM4 PAM
O=C(O)CN1CCN(Cc2cccc(Cl)c2)C1=O,-5,0.3,-1,0,-12,3,0,13,-1
O=C(NCC1CCOCC1)c1cccc2c(-c3cccnc3)coc12,4,3.0,-1,5,0,-1,-1,11,-3
Cc1cc(N)ccc1NC(=O)CN1CCOCC1,0,-0.4,10,1,-5,-4,7,12,0
CC1(C)CC(N2CCC(=O)NC2=S)CC(C)(C)N1,-1,-0.3,8,0,-8,8,3,16,8
O=C(C1CCC(CNS(=O)(=O)c2ccccc2)CC1)N1CCOCC1 (stereo unspecified),3,0.9,3,2,-9,-4,11,-4,-3
CCc1nc2ccc(C(=O)N3CCN(S(=O)(=O)CC)CC3)cn2c1N(C)C(=O)C1CCCCC1,3,0.5,-5,1,0,2,7,10,-1
COc1ccc(CNC(=O)C2CCCN(S(=O)(=O)c3c(C)noc3/C=C/N(C)C)C2)cc1 (stereo unspecified),1,0.6,-3,2,-4,-1,9,1,0
CCC(C)C(NC(=O)c1ccccc1NC(=O)c1ccco1)C(=O)NNC(=O)c1ccncc1 (stereo unspecified),1,0.6,-12,1,-8,1,4,6,6
Cc1c(Cc2ccccc2)sc(/N=C/c2ccc3ccccc3c2)c1C(N)=O,2,0.7,-10,1,-1,-5,1,8,-7
O=S(=O)(c1cccc(-c2csc(-c3cccnc3)n2)c1)N1CCCCC1,-2,2.7,-2,11,-24,-9,4,7,-6
Cc1cc(-c2ccco2)n(CC(=O)NCc2ccccc2)n1,-1,-0.2,-11,0,2,-2,-1,1,6
Cc1ccc(C)c(NC(=O)CCNS(=O)(=O)c2ccc3[nH]c(=O)oc3c2)c1,-5,-0.2,-2,0,2,-3,19,-21,11
CC(=O)NC1(NC(C)=O)CCN(C)C(c2ccccc2)C1C (stereo unspecified),26*,-0.1,11,1,0,10,-8,2,20
